Tb PGK inh = blocks T. brucei phosphoglycerate kinase; PGK/GAPDH coupled, Kinase-Glo luminescence, 60 min; 0.043% of 380,000 active; P07378; Potency, µM (top dose mostly 57.5 µM), without a hit: at the top dose activity change, negative = inhibition, most hits filed as inhibitors; AID 602233; further: potency means the concentration at half of the fitted maximal effect; on the % scale 0 is the no-effect control and ±100 the full control effect; nearly all actives have a fitted effect of over 60% in size
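Recombinant glycosomal PGK reaction used 1,3-bisphosphoglycerate generated in-well by GAPDH (100nM final) in 100mM TEA pH 7.6, 5mM MgCl2, 0.01% Tween-20. After 60 minutes at room temperature, ATP was read by Kinase-Glo Plus luminescence end-point.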
PI4K2A block = blocks human PI4K2A kinase activity; purified PI4K2A, ADP-Glo luminescence, 1 h; stronger effect = lower value; activity change, negative = inhibition, % at 76.9 µM; 0.13% of 420,000 active; Q9BTU6; in the data active means activity change below about -50%; inconclusive means mostly about -30% to -49%;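 further: -100% = wells without enzyme as full effect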
Target sequence (Q9BTU6 whole entry, looked up): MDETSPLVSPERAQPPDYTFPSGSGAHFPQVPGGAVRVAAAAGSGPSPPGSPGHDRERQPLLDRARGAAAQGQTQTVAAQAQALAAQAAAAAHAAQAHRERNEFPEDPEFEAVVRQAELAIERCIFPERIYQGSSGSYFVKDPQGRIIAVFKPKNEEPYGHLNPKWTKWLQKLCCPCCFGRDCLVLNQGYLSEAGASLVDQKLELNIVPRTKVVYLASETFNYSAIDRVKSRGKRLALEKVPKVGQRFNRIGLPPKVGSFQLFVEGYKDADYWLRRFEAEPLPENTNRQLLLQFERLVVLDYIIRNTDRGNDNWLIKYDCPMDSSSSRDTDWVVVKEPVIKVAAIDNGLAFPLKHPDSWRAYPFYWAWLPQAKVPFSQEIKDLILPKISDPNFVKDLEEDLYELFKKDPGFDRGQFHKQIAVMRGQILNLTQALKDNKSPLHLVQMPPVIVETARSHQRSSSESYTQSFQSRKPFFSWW
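ADP-Glo luminescence measured ADP generated by PI4K2A enzyme (4 ug/mL before mixing) with 1.2 mM PI substrate (pre-mix) and 300 microM ATP (pre-mix). Tris pH7.5 buffer with MgCl2, Triton X-100; 1 h reaction at ambient temperature.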
BAZ2B block = inhibitors of human BAZ2B bromodomain | AlphaScreen BAZ2B-H3K14Ac peptide displacement | 4.4% of 360,000 active | Potency, µM (highest dose often 114 µM), without a hit: top-dose activity change, negative = inhibition, usual class: inhibitors; further: potency means the concentration at half of the fitted maximal effect; on the % scale 0 is the no-effect control and ±100 the full control effect; nearly all actives have a fitted effect of over 60% in size
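AlphaScreen displacement: compounds (up to 110uM) incubated 30 min at room temperature with a preformed 50 nM BAZ2B/50 nM biotinylated H3K14Ac peptide complex in PBS pH 7.4 with Tween-20. Donor and acceptor beads at 10 ug/mL final added, 20 min light-protected before reading.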
G9a block = blocks human histone lysine methyltransferase G9a; Q96KQ7; G9a H3K9 monomethylation, AlphaScreen, 2 h; Potency, µM (top dose mostly 102 µM), for inactives: at the top dose activity, negative = inhibition, most hits filed as inhibitors; 8.8% of 350,000 active; further: potency means the concentration at half of the fitted maximal effect; on the % scale 0 is the no-effect control and ±100 the full control effect; nearly all actives have a fitted effect of over 75% in size
Target sequence (Q96KQ7 913-1193 limits assumed): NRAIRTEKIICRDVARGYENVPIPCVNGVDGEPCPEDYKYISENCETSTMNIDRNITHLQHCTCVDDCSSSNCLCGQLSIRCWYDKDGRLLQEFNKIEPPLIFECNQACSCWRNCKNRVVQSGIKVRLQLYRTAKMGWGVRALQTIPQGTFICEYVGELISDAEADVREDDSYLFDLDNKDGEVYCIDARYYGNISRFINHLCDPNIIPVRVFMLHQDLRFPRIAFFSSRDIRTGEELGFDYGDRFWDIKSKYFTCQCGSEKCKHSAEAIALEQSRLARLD
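G9a (20 nM) was preincubated 15 min with compound, then reacted 2 h at room temperature with 500 nM biotin-H3K9 peptide and 20 µM SAM. Monomethyl-H3K9 detected by AlphaScreen using anti-H3K9me1 antibody.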
HP1b binding inh = blocks HP1-beta chromodomain binding to methylated histone tails; P83916; AlphaScreen HP1-beta / biotin-H3K9me3 peptide binding; Potency, µM (series often up to 114 µM), for inactives: at the highest dose activity change, negative = inhibition, hits mostly inhibitors; 0.56% of 390,000 active; further: potency means the concentration at half of the fitted maximal effect; nearly all actives have a fitted effect of over 70% in size; inactives centre near 23
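AlphaScreen: HP1-beta (50 nM) preformed 30 min with biotin-H3(1-18)K9me3 peptide (50 nM) in PBS pH 7.4, 0.01% Tween-20. Compound added for 30 min at RT, then streptavidin donor/nickel chelate acceptor beads (10 ug/mL) for 30 min.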
JMJD2A Tudor inh = inhibitors of human JMJD2A Tudor domain; O75164; AlphaScreen JMJD2A-Tudor / H3K4me3 peptide binding; Potency, µM (highest dose often 114 µM), for the others: at the highest dose activity change, negative = inhibition, hits mostly inhibitors; 4.4% of 390,000 active; AID 504339; further: potency means the concentration at half of the fitted maximal effect; on the % scale 0 is the no-effect control and ±100 the full control effect; nearly all actives have a fitted effect of over 50% in size
GLS inh = glutaminase GLS (human) inhibition. GLS enzymatic activity, qHTS titration. O94925. AID 624170. Potency, µM (series often up to 45.5 µM), for the others: top-dose activity change, negative = inhibition, most hits filed as inhibitors. 0.21% of 410,000 active; further: potency means the concentration at half of the fitted maximal effect; on the % scale 0 is the no-effect control and ±100 the full control effect
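Enzyme dispensed in phosphate buffer (45 mM, pH 8.2, 0.02% Tween-20), compounds pinned in, then 1 mM L-glutamine solution and the glutamate oxidase–HRP–Amplex Red mix added; fluorescence read immediately and again after 30 min at room temperature.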
Pol eta inh = blocks human DNA polymerase eta activity | Q9Y253 | recombinant Pol eta, fluorescent DNA replication assay | Potency, µM (top dose mostly 114 µM), for the others: top-dose activity change, negative = inhibition, actives largely listed as inhibitors | 1.2% of 390,000 active | AID 588591; further: potency means the concentration at half of the fitted maximal effect; on the % scale 0 is the no-effect control and ±100 the full control effect
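Pol eta at 10 nM preincubated with compounds 15 min at room temperature; reaction started with fluorescent substrate (50 nM final) and read kinetically at 0 and 10 min.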
Pin1 inhibitor = blocks the human prolyl isomerase Pin1 | Q13526 | Pin1 FP peptide displacement, HiFluor488, 10 min | Potency, µM (doses to about 115 µM), for the others: at the top dose activity, negative = inhibition, most hits filed as inhibitors | 0.009% of 390,000 active | AID 504891; active means well fitted inhibition curve with a large enough effect in the polarisation, with a control signal flat, not every such curve was filed as active; inconclusive means small, poorly fitted or top-dose-only effect, or effect the other way, or a change in a side signal; inactive means no such curve, though single readings can be large or run the other way; the % refers to the polarisation; further: potency means the concentration at half of the fitted maximal effect; on the % scale 0 is the no-effect control and ±100 the full control effect
Target sequence (Q13526 whole entry, looked up): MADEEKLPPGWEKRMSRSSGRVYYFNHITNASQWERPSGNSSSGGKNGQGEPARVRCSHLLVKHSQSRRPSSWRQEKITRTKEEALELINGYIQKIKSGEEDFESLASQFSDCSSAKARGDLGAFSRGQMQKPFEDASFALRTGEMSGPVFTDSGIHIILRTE
* marks the source's active call; other numbers are inactive results; i = inactive; ? = inconclusive; . = no result given; & = joins results of further samples; [ ] = remark or other dose. Unless noted, the call rests on the fitted dose curve; in most records, active means well fitted curve in the direction sought with a large enough effect; inconclusive means small, poorly fitted or top-dose-only effect, or another doubt; inactive means no such curve, though single readings can be large; an effect the other way counts as inactive or inconclusive.

Compound	Tb PGK inh	PI4K2A block	BAZ2B block	G9a block	HP1b binding inh	JMJD2A Tudor inh	GLS inh	Pol eta inh	Pin1 inhibitor
Cc1ccc(CN2CCC(n3nccc3NC(=O)c3ccc4c(c3)OCO4)CC2)o1	-8%	-2	-19%	20%	17%	-15%	1%	-2%	-2%
COCCCN(C(=O)C(C)Oc1ccc(Br)cc1)c1c(N)n(Cc2ccccc2)c(=O)[nH]c1=O (centres undefined)	4%	-1	3%	?	16%	-4%	18%	-11%	1%
CC(C)CNC(=O)NC1(C(F)(F)F)Oc2ccccc2O1	-5%	-2	0%	?	35%	-4%	-16%	-16%	-11%
CC(C)CC(NC(N)=O)C(=O)NCc1ccc(Cl)cc1 (centres undefined)	0%	4	-4%	21%	38%	-3%	0%	-2%	1%
COc1ccc(CNC(=S)NCc2ccc(F)cc2)cc1	i	1	-15%	3%	25%	-15%	1%	-15%	0%
COC(=O)C(C)Sc1nnc(Cc2cc(=O)[nH]c(=O)[nH]2)n1-c1cccc(OC)c1 (centres undefined)	i	0	12%	?	56%[activator]	-5%	-2%	-17%	-24%
CCN(CC)C(=O)[C@H]1C[C@H](CC(=O)NCCN2CCOCC2)C(=O)N2CCc3c([nH]c4cc(-c5ccco5)ccc34)[C@]12C	3%	-3	.	.	-1%	-34%	-1%	-5%	2%
Cc1ccc(/C=N/NC(=O)c2nnn(-c3nonc3N)c2CN(C)c2ccccc2)s1	-16%	-1	-29%	23%	22%	-30%	12%	2%	18%
O=C(c1ccc(F)cc1)N1CCCC(C(=O)N2CCc3ccccc3C2)C1 (centres undefined)	0%	0	-1%	-9%[12.7 µM]	0%	-24%	0%	-6%	2%
COc1ccc2c(c1OC)C(=O)OC2CC(=O)O (centres undefined)	-6%	-4	11%	1%[59 µM]	31%[activator]	1%	14%	9%	1%
Cc1csc(SCC(=O)Nc2ccc3[nH]c(=O)[nH]c3c2)n1	3%	-2	.	.	37%	-9%	-7%	-15%	-2%
COC(=O)c1ccccc1NC(=O)CN1C(=O)c2ccccc2C1=O	-2%	-2	.	.	30%	-11%	2%	16%	1%
O=C(/C=C/c1ccc(Cl)cc1Cl)N1CCN(c2ccccc2[N+](=O)[O-])CC1	-3%	2	?	40µM*	?	?	21%	-19%	-2%
Cn1cc(-c2cc3n(n2)CCC(=O)N3CC(=O)NCc2ccc(Cl)cc2)c2ccccc21	-2%	8	-5%	8%[59 µM]	7%[57 µM]	-20%	-11%	2%	-6%
O=C(N/N=C/c1c[nH]c2ccccc12)c1ccn(Cc2ccc(Cl)cc2Cl)n1	-4%	4	-10%	40%[12.7 µM]	25%	5%	0%	-14%	16%
CC(C)OC(=O)CSc1nc2c(cc1C#N)CCCCC2	9%	-5	-20%	5%	48%[activator]	-9%	1%	3%	0%
Cc1cc(C(=O)NCCC(C)C)c2ccccc2n1	-2%	1	5%	.	-3%	-10%	5%	-3%	-1%
CCOC(=O)c1nnn(-c2nonc2N)c1C	.	0	9%	12%[12.7 µM]	14%	-5%	6%	-7%	-13%
Nc1cc(S(=O)(=O)O)cc([N+](=O)[O-])c1O	?	-6	?	45µM*	35µM*	35µM*	?	4.5µM*	?
Cc1ccc(-n2c(=O)c3ccc(C(=O)NCc4ccccc4Cl)cc3n(Cc3ccccc3F)c2=O)cc1	-7%	-2	.	15%[59 µM]	18%	-14%	5%	4%	-3%
CCCn1nc(C(=O)OCC(=O)Nc2ccc(C)cc2)c2ccccc2c1=O	-1%	-8	.	.	23%	-1%	-19%	-7%	3%
CCc1ccc(C2CC(=O)Nc3c2c(=O)nc2c(C)cccn32)cc1 (centres undefined)	-1%&7%	-4&-1	-8%&-23%	-10%[12.7 µM]	17%&14%	?	-21%&-11%	-14%&-11%	-11%&-9%
CCN(C(=O)COC(=O)Cc1cccc2ccccc12)C1CCS(=O)(=O)C1 (centres undefined)	2%	6	-1%	15%[12.7 µM]	29%	-11%	-5%	-22%	-5%
CCCCC(=O)NC(c1cccc([N+](=O)[O-])c1)c1ccc2cccnc2c1O (centres undefined)	4%	0	.	.	49%[activator]	32µM*	-3%	2%	-1%
CCOc1ccc(-c2nc(CNC(=O)NC3CCCCC3)c(C)o2)cc1	1%	2	-11%	32%[59 µM]	28%	-9%	6%	-11%	10%
COC(=O)c1sc2ncccc2c1OCc1ccc(Cl)cc1	-5%	1	-1%	.	76%[activator]	-1%[57.1 µM]	13%	6%	2%
O=C(NC1CC1)C1CCN(C2CCN(C(=O)CSc3ccccc3)CC2)CC1	10%	2	-11%	?	36%	4%	-5%	-5%	-1%
Cc1ccc(C)c(-n2c(CNC(=O)c3ccco3)nnc2SCC(=O)Nc2nccs2)c1	-2%	4	-8%	4%	-14%	11%[11.4 µM]	-18%	-8%	1%
COc1ccc(S(=O)(=O)N(CCC(N)=O)Cc2ccco2)cc1OC	1%	-2	-1%	.	9%	?	13%	-11%	3%
Cc1cc(CNC(=O)Cn2cc([N+](=O)[O-])cn2)c2ccccc2n1	-9%	-2	0%	-7%[12.7 µM]	8%	-6%	-18%	-18%	2%
Nn1c(COc2ccccc2F)nnc1SCC(=O)NCC1CCCO1 (centres undefined)	-1%	9	.	.	.	.	-1%	-2%	.
COc1cc(CNCCCSc2nnnn2C)cc(Br)c1OC	-1%	-3	-13%	5%[12.7 µM]	18%	-10%	3%	2%	-6%
O=C(NNC(=S)Nc1ccc(Br)cc1)c1ccccc1Br	10%	4	-21%	7.9µM*	-14%	-22%	-21%	-8%	1%
O=C(NCc1ccc(F)cc1)c1noc2c1CCCC2	-1%	-3	5%	.	3%	-12%	0%	-19%	4%
N#CCNC(=O)c1nn2c(C(F)(F)F)cc(-c3ccccc3)nc2c1Br	0%	-2	8%	15%	23%	-1%	-2%	-22%	11%
O=C(NC(Nc1nc2ccccc2s1)(C(F)(F)F)C(F)(F)F)c1ccccc1	-4%	7	-16%	22%[59 µM]	32%	-13%[57.1 µM]	3%	7%	1%
N#C/C(=C\C1=C(N2CCOCC2)C(=C\c2ccccc2)/CC1)C(=O)Nc1ccccc1F	-11%	2	2µM*	7.1µM*	7.1µM*	4.5µM*	39%[activator]	?	?
CCOC(=O)Cc1ccc(NC(=O)NC(C)c2c(-n3cccc3)sc(C)c2C)cc1 (centres undefined)	.	0	?	?	-2%	?	2%	.	7%
COc1ccccc1/C=C/C(=O)N1CCC(c2ccccc2)C1 (centres undefined)	7%	0	3%	4%[59 µM]	18%	-21%	1%	-15%	-2%
CCn1cc(S(=O)(=O)c2ccc(OC)cc2)c(=O)c2cc(F)c(N3CCCCCC3)cc21	-9%	-1	-7%	3%[59 µM]	-6%	-19%	-6%	-3%	4%
CCOC(=O)c1c(C)[nH]c(C2=NNC(=NC(C)COC)SC2)c1C (centres undefined)	-9%	-5	-35%	-10%[59 µM]	22%	-22%	13%	-10%	19%
O=C(/C=C/c1cccs1)NC(=S)NNC(=O)Cc1cccs1	-4%	-16	9%	4.5µM*	26%	-5%	45%[activator]	-9%	-17%
COc1ccc(CN2CCN(Cc3c[nH]c4ccccc34)CC2CCO)c(F)c1 (centres undefined)	6%	-14	-36%	9%	-5%	-22%	15%	0%	6%
Cc1csc2nc(COC(=O)c3ccccc3NC(=O)c3ccc(C(C)(C)C)cc3)cc(=O)n12	9%	6	-15%	16%[59 µM]	24%	-13%	-3%	-4%	5%
CCc1ccc(Sc2cc(C(=O)NCCN3CCOCC3)c3ccccc3n2)cc1	-2%	2	5%	-5%[59 µM]	14%	-20%	-11%	?	-6%
CNc1nc(Oc2ccc(=O)n(C)n2)nc(N2CCOCC2)n1	-2%&-4%	-1&0	-1%&17%	0%&26%[59 µM]	44%&15%[activator]	4%&-9%	0%&-2%	3%&-13%	-1%&12%
CCn1c(=Nc2ccc(N3CCOCC3)cc2)ccc2ccccc21	2%	-12	-2%	-41%[12.7 µM]	-14%	-21%	30%	-17%	1%
O=C(CN1C(=O)NC2(CCCc3ccccc32)C1=O)NCc1ccc(Cl)cc1Cl (centres undefined)	i	-6	5%	1%	5%	-24%	5%	-7%	-11%
COc1ccccc1N(C)S(=O)(=O)c1ccc(C(=O)OCC(=O)Nc2ccccc2F)cc1	-7%	0	2%	?	32%	-10%	-19%	-16%	-3%
COc1ccc(-c2cn3c(n2)sc2cc(C(=O)Nc4ccc(F)cc4)ccc23)cc1	-9%	5	2%	3%[59 µM]	18%	-8%	-2%	-12%	5%
COc1ccccc1NC(=S)N1CCN(C(c2ccccc2)c2ccccc2)CC1	-3%	-2	?	28µM*	15%	-22%	4%	-10%	8%
COc1ccc(CN2CCNC(=O)C2CC(=O)N(C)CCCN2CCOCC2)cc1C (centres undefined)	i	-10	-19%	13%	28%	-16%	3%	-6%	6%
CCOC(=O)C(C)Oc1cccc2c(=O)n(CC(=O)N3CCCc4ccccc43)ccc12 (centres undefined)	-1%	-3	-2%	-25%[59 µM]	22%	0%	2%	-1%	0%

3 structures already listed, ordered by molar mass, rising:
Compound	Tb PGK inh	PI4K2A block	BAZ2B block	G9a block	HP1b binding inh	JMJD2A Tudor inh	GLS inh	Pol eta inh	Pin1 inhibitor
COc1ccc(CN2CCN(Cc3c[nH]c4ccccc34)CC2CCO)c(F)c1 (centres undefined)	6%	-14	-36%	9%	-5%	-22%	15%	0%	6%
CCc1ccc(Sc2cc(C(=O)NCCN3CCOCC3)c3ccccc3n2)cc1	-2%	2	5%	-5%[59 µM]	14%	-20%	-11%	?	-6%
COc1ccccc1N(C)S(=O)(=O)c1ccc(C(=O)OCC(=O)Nc2ccccc2F)cc1	-7%	0	2%	?	32%	-10%	-19%	-16%	-3%

Screens from PubChem.

Not all compounds are listed; rates above refer to the full screens.
